Screens from PubChem.
Shiga inhibitor: blocks Shiga toxin action in Vero cells. Vero cells, Shiga toxin protein synthesis inhibition reporter. inhibition, % at 38.7 µM. 290,000 compounds, 9.2% hits; in the data active = inhibition mostly above about 28%, no sharp cut-off; inactive = mostly below about 43%; also: 0% is about no effect
Pf growth 96h: P. falciparum growth inhibition at 96 hours; P. falciparum luciferase reporter growth, 96 h; 320,000 compounds, 6.9% hits; AID 504834; Potency, µM (top dose mostly 28.7 µM), inactives show at the top dose activity change, negative = inhibition, hits mostly inhibitors; also: potency is read from the fitted curve at half-maximal effect; % is scaled to controls: 0 for no effect and ±100 for the full control effect
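Two-generation exposure (96 h) targets delayed-death phenotype. Reporter parasites carrying integrated firefly luciferase, in red cells at 2% hematocrit and 0.05% parasitemia final, kept at 37 C, 5% CO2; luminescence loss indicates inhibition.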
Cycloheximide cs: counter-screen hit for Shiga toxin inhibitors, cycloheximide; cell reporter, cycloheximide protein synthesis inhibition counterscreen; max response, %; 300,000 compounds, 12% hits; in the data active = max response mostly above about 13%, no sharp cut-off; inactive = mostly below about 14%; also: read at 38.3 µM for the half of the compounds with a filed dose; 0% is about no effect
Pf growth 48h: P. falciparum growth inhibition at 48 hours (one generation). P. falciparum luciferase growth in erythrocytes, 48 h. Potency, µM (highest dose often 28.7 µM), without a hit: top-dose activity change, negative = inhibition, most hits filed as inhibitors. 310,000 compounds, 5.9% hits; also: potency is read from the fitted curve at half-maximal effect; % is scaled to controls: 0 for no effect and ±100 for the full control effect
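A one-generation exposure of luciferase-tagged malaria parasites in RPMI 1640/Albumax erythrocyte culture, 37 C and 5% CO2. Inhibition is inferred from decreased luminescence after adding detection reagent.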
HCV inh: HCV inhibition | Huh7.5.1 HCVcc-Cre infection, luciferase reporter, 44 h | Potency, µM (top dose mostly 41.8 µM), for the others: at the top dose activity change, negative = inhibition, usual class: inhibitors | 340,000 compounds, 3.4% hits; also: potency is read from the fitted curve at half-maximal effect; % is scaled to controls: 0 for no effect and ±100 for the full control effect
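HCVcc-Cre virus at an moi near 0.5 was added right after compound to cells cultured 4 h from seeding (1,000 cells/well). Luciferase activity was determined 44 h later, 15 min after substrate addition at RT.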
LmPK inhibitor: blocks Leishmania mexicana pyruvate kinase activity; purified LmPK, Kinase-Glo ATP luminescence, 1 h; Potency, µM (doses to about 57.5 µM), for inactives: top-dose activity change, negative = inhibition, hits mostly inhibitors; AID 1721; 290,000 compounds, 0.37% hits; Q27686; also: potency is read from the fitted curve at half-maximal effect; % is scaled to controls: 0 for no effect and ±100 for the full control effect
Target sequence (Q27686 whole entry, looked up): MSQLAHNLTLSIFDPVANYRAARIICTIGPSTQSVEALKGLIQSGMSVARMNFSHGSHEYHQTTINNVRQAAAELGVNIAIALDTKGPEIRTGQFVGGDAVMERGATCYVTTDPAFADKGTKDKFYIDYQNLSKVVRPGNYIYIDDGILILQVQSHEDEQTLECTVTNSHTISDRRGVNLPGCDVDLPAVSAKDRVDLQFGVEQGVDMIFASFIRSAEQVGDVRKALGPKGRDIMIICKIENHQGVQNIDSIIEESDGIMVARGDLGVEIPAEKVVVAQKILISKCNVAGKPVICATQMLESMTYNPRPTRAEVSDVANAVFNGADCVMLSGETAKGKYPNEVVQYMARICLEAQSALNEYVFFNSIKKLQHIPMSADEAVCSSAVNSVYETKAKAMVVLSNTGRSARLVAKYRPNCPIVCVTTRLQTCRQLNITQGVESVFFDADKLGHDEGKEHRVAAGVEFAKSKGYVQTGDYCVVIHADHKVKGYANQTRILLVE
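Purified LmPK (0.1 nM) converted ADP (0.1 mM) to ATP with PEP (0.5 mM) in imidazole buffer pH 7.2 with KCl and MgCl2, 1 h at room temperature. ATP was read by Kinase-Glo luminescence; data normalized to uninhibited and no-enzyme controls.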
Tb PYK inh: T. brucei pyruvate kinase inhibition. TbPYK enzyme, Kinase-Glo Plus ATP luminescence, 45 min. Q57TT1. AID 624173. Potency, µM (top dose mostly 76.8 µM), inactives show at the top dose activity, negative = inhibition, usual class: inhibitors. 410,000 compounds, 0.12% hits; also: potency is read from the fitted curve at half-maximal effect; % is scaled to controls: 0 for no effect and ±100 for the full control effect; nearly all actives have a fitted effect of over 50% in size
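TbPYK + substrate in 50 mM TEA pH 7.2, 100 mM KCl, 10 mM MgCl2, 0.05% BSA, 0.01% Tween-20; cpd pinned; ADP 130 uM final; 45 min RT; Kinase-Glo Plus 10 min; luminescence endpoint.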
* = called active by the depositor; ? = inconclusive; . = no result given; & = joins results of further samples; [ ] = remark or other dose. Unless noted, calls follow the shape of the dose curve; as a rule, active = well fitted curve in the direction sought with a large enough effect; inconclusive = small, poorly fitted or top-dose-only effect, or another doubt; inactive = no such curve, though single readings can be large; an effect the other way counts as inactive or inconclusive.

SMILES | Shiga inhibitor | Pf growth 96h | Cycloheximide cs | Pf growth 48h | HCV inh | LmPK inhibitor | Tb PYK inh
COc1ccccc1OCC(O)Cn1nc(C)cc1C (stereo unspecified) | 104* | ? | 54* | -3% | 8% | -7% | 4%
O=C(CSc1ccsc1[N+](=O)[O-])N1CCN(c2ccc(Cl)cc2)CC1 | 4 | 9% | 7 | -14% | -5% | -2% | -12%
COc1ccc(CCn2c(C3CCCCC3)nc3c(c(=O)c4ccccc4n3C)c2=O)cc1OC | -6 | 4.7µM* | 1 | 3.3µM* | ? | 7% | 0%
Cc1cc(C)cc(N(CCC#N)C(=O)COC(=O)C2CCN(S(=O)(=O)c3ccc(C)c(C)c3)CC2)c1 | . | 5% | . | -4% | 1% | . | 5%
CC(=O)NC12CC3CC(C1)CC(C(=O)N1CCN(S(=O)(=O)c4ccccc4[N+](=O)[O-])CC1)(C3)C2 | . | ? | . | ? | 14% | . | 2%
Cc1cc(OCCCC(=O)Nc2nnc(C3CC3)s2)ccc1Cl | . | -16% | . | -17% | 7% | . | -17%
Cc1cccc(OCc2nnc(SCC(=O)Nc3cccc(C(=O)N4CCOCC4)c3)o2)c1C | -8 | 0% | -2 | -4% | 22% | -2% | -11%
CCOc1cc2[nH]c(=O)n(CCCCC(=O)N3CCCCCC3)c(=O)c2cc1OCC | 7 | 10% | 1 | 5.2µM* | 11% | -3% | 5%
O=C(CSc1ccc(-c2ccccn2)nn1)c1ccc(F)cc1 | 51* | -7% | 33* | 34%[activator] | 20% | -8% | 4%
CCOC(=O)CN1CC23C=CC(O2)C(C(=O)NCc2ccc(F)cc2)C3C1=O (stereo unspecified) | -8 | -1% | -1 | 0% | 10% | 3% | -3%
COc1cc(/C=C(/C#N)C(=O)NCCc2c[nH]c3ccccc23)ccc1OCc1ccccc1F | -11 | ? | -4 | ? | ? | -1% | -11%
CCCCC(=O)Nc1cc(N(C)C)nc2ccccc12 | -4 | ? | 10 | -8% | ? | -2% | -8%
O=C(CNC1=NCCC1)c1ccc(Cl)cc1 | -4 | 12µM* | -2 | ? | -16% | 5% | -1%
C=CCOc1ccc(/C=C2/C(=O)ON=C2C)cc1OC | -10 | -19% | -2 | -5%[0.00184 µM] | 9% | -1% | ?
COc1ccc(C2NC(=O)c3ccccc3O2)cc1OC (stereo unspecified) | -2 | -28% | -3 | 13% | 18% | 4% | -5%
CN(c1ccccc1)S(=O)(=O)c1ccc2c(c1)oc(=O)n2C | . | 8% | -3 | 12% | 4% | 2% | 5%
CC(C)Oc1ccc(Cn2c(=O)sc3ccccc32)cc1 | -28 | -16% | -2 | -16% | 8% | 5% | -1%
CCc1noc(C)c1C(=O)Nc1cccc(S(=O)(=O)N(C)c2ccccc2)c1 | . | ? | . | ? | -27% | . | 6%
CC(c1ccccc1)N1C(=O)c2cccnc2C1=O (stereo unspecified) | -2 | ? | 0 | 2% | 18% | -7% | -3%
O=C1CCC2CCCCC2(O)O1 (stereo unspecified) | 35 | 17% | -3 | 0% | 26% | -3% | -4%
CC(Sc1nc(-c2ccccc2)cs1)C(=O)Nc1ccc(Cl)cn1 (stereo unspecified) | 19 | 25% | 0 | 19% | ? | 2% | 1%
CCN(C(=O)C12CC3CC(CC(C3)C1)C2)C1CCS(=O)(=O)C1 (stereo unspecified) | . | -1% | . | -4% | 18% | . | -6%
S=C(Nc1ccc(-c2nc3ccccc3[nH]2)cc1)Nc1cccnc1 | 66* | -55% | 61* | ? | ? | 0% | -16%
COc1ccccc1NS(=O)(=O)c1cc(NC(=O)C2CCC2)ccc1N1CCCCC1 | 20 | ? | 3 | ? | -15% | 4% | -14%
Clc1ccc(-n2nnc(-c3cccnc3Cl)n2)cn1 | 50* | 279%[activator] | 35* | 114%[activator] | 7% | -2% | -1%
O=S(=O)(c1ccc(Cl)cc1)c1cc(O)ccc1O | 22 | -25% | -3 | 1% | -2% | -18% | -11%
CC1=CC2=NC(=O)CC(C)(C(=O)N(CC(=O)NC(C)C)C3CCCC3)N2C=C1 (stereo unspecified) | -4 | 11% | -3 | 2% | . | -2% | .
CCOC(=O)CC(=O)CSc1nc2ccc(C)cc2cc1C#N | 107* | 6% | 37* | -4% | 11% | 20µM* | ?
C=CCN(CC=C)S(=O)(=O)c1ccc2nc(NC(=O)C3CCCO3)sc2c1 (stereo unspecified) | -5 | ? | 0 | -15% | 6% | 4% | -8%
Cc1cccc(NC(=O)CNC(=O)c2cc(C3CC3)nn2-c2ccccc2)c1C | . | ? | . | ? | -5% | . | 3%

Shown as tab-separated lines: part of the list above
SMILES	Shiga inhibitor	Pf growth 96h	Cycloheximide cs	Pf growth 48h	HCV inh	LmPK inhibitor	Tb PYK inh
CCc1noc(C)c1C(=O)Nc1cccc(S(=O)(=O)N(C)c2ccccc2)c1	.	?	.	?	-27%	.	6%
CC(c1ccccc1)N1C(=O)c2cccnc2C1=O (stereo unspecified)	-2	?	0	2%	18%	-7%	-3%
O=C1CCC2CCCCC2(O)O1 (stereo unspecified)	35	17%	-3	0%	26%	-3%	-4%
CC(Sc1nc(-c2ccccc2)cs1)C(=O)Nc1ccc(Cl)cn1 (stereo unspecified)	19	25%	0	19%	?	2%	1%
CCN(C(=O)C12CC3CC(CC(C3)C1)C2)C1CCS(=O)(=O)C1 (stereo unspecified)	.	-1%	.	-4%	18%	.	-6%
S=C(Nc1ccc(-c2nc3ccccc3[nH]2)cc1)Nc1cccnc1	66*	-55%	61*	?	?	0%	-16%
COc1ccccc1NS(=O)(=O)c1cc(NC(=O)C2CCC2)ccc1N1CCCCC1	20	?	3	?	-15%	4%	-14%
Clc1ccc(-n2nnc(-c3cccnc3Cl)n2)cn1	50*	279%[activator]	35*	114%[activator]	7%	-2%	-1%
O=S(=O)(c1ccc(Cl)cc1)c1cc(O)ccc1O	22	-25%	-3	1%	-2%	-18%	-11%
CC1=CC2=NC(=O)CC(C)(C(=O)N(CC(=O)NC(C)C)C3CCCC3)N2C=C1 (stereo unspecified)	-4	11%	-3	2%	.	-2%	.
CCOC(=O)CC(=O)CSc1nc2ccc(C)cc2cc1C#N	107*	6%	37*	-4%	11%	20µM*	?
C=CCN(CC=C)S(=O)(=O)c1ccc2nc(NC(=O)C3CCCO3)sc2c1 (stereo unspecified)	-5	?	0	-15%	6%	4%	-8%
Cc1cccc(NC(=O)CNC(=O)c2cc(C3CC3)nn2-c2ccccc2)c1C	.	?	.	?	-5%	.	3%

Further results
SMILES | Shiga inhibitor | Pf growth 96h | Cycloheximide cs | Pf growth 48h | HCV inh | LmPK inhibitor | Tb PYK inh
C=CCn1c(O)c(C(C)=Nc2ccc(C(=O)O)cc2)c(=O)[nH]c1=O | 8 | 0% | 9 | 4% | 4% | -5% | 5%
O=C1c2ccccc2S(=O)(=O)c2cc(C(=O)N(c3ccccn3)c3ccccn3)ccc21 | 25 | 1% | 0 | -14% | -5% | 2% | 0%
COc1ccc(-c2nc(C#N)c(NCc3ccco3)o2)cc1 | 73* | 39%[activator] | 28* | 110%[activator] | -10% | 2% | 5%
CS(=O)(=O)c1nc(S(=O)(=O)c2ccc(Cl)cc2)c(N2CCN(CCO)CC2)s1 | 10 | ? | -1 | -10% | -2% | -1% | -17%
CCOC(=O)Cn1c(=O)cc(C)c2ccccc21 | 20 | 27% | 0 | 0% | -1% | 1% | -15%
COc1ccc(-c2csc(NC(=O)Cc3cc(OC)c(OC)c(OC)c3)n2)cc1OC | -6 | 12µM* | -3 | ? | ? | 4% | -3%
CCCCOC(=O)CSc1nnc(-c2ccc(Cl)cc2Cl)o1 | 22 | 56%[activator] | -2 | 9% | 17% | 2% | 4%
Cc1ccc(OCc2nc(C#N)c(N3CCCCC3)o2)cc1 | 14 | -17% | 18* | ? | -16% | -4% | 2%
O=C(/C=C\c1ccc2c(c1)OCO2)CC1(O)C(=O)Nc2ccccc21 (stereo unspecified) | -4 | -18% | 6 | 26% | 22% | 1% | 4%
Cc1cc(-c2n[nH]c(=S)n2Cc2ccccc2)cs1 | 15 | -12% | -2 | -8% | 22% | ? | 3.5µM*
CCOC(=O)NC(Nc1sc2c(c1C(N)=O)CCCC2)(C(=O)OCC)C(F)(F)F (stereo unspecified) | -14 | . | -1 | -2% | . | 1% | -24%
O=C(NCc1ccc(F)cc1)C1CC(=O)N(CCc2ccccc2)C1 (stereo unspecified) | -2 | 119%[activator] | 4 | 29% | 5% | -2% | -6%
O=C1CN(O)C(c2ccccc2)=c2cc(Cl)ccc2=N1 | -5 | ? | 0 | 2%&-2% | 11% | 3% | -11%&0%
Cc1cc(C)c(S(=O)(=O)N2CCOCC2)c(C)c1N(C)S(=O)(=O)c1ccccc1 | 2 | ? | 1 | ? | 0% | 2% | -4%
COc1ccccc1C(=O)OCC#CCSc1nnc(-c2cccc3ccccc23)o1 | . | 25% | . | -9% | . | . | 0%
O=C(C1CC(=O)N(c2ccccc2)C1)N1CCN(c2ccccc2)CC1 (stereo unspecified) | -10 | 81%[activator] | 0 | 5% | 15% | 2% | -3%
CC1SC(C)C(=O)N(CC(=O)NC2CCCCC2)C1=O (stereo unspecified) | -25 | 19% | -7 | 14% | 10% | 3% | -1%
COc1ccccc1OC(C)C(=O)N1CC(=O)Nc2ccccc21 (stereo unspecified) | 20 | 21% | -2 | 22% | -17% | -2% | -13%
COc1ccc(CCNCCN2CCOCC2)cc1 | 0 | 0% | -1 | 12% | -5% | 0% | 6%
C=CCNC(=O)/C(C#N)=C/c1ccc2c(c1)OCCO2 | 85* | -5% | 40* | 18% | -8% | -10% | 2%
COC(=O)[C@@]1(Cc2ccc(OC)cc2)[C@@H]2C(=CC(=O)[C@H]2CC(=O)C(=O)N2CCCC2)CN1C(=O)c1ccccc1 | -17 | ? | -4 | 10µM* | -11% | 2% | 1%
CC(C)(C)NNC(=S)Nc1cccc(C(F)(F)F)c1 | -17 | ? | 2 | -21% | ? | 1% | -4%
CCc1sc(C(=O)NCc2cc(C)n(C)n2)cc1Br | 12 | 45%[activator] | 10 | 18% | ? | 5% | 5%
CN(C(=O)CN1C(=O)/C(=C/c2ccccc2Cl)SC1=S)C1CCS(=O)(=O)C1 (stereo unspecified) | 10 | -1% | 13 | -9% | 11% | 2% | -12%
NC(=O)c1ncc(C(F)(F)F)cc1Oc1cccc(C(F)(F)F)c1 | 16 | ? | -1 | . | 10% | 1% | -6%
CC(=O)NS(=O)(=O)c1ccc(NC(=O)CSc2ccc(C)cc2)cc1 | 23 | 42%[activator] | -8 | 27% | 14% | -5% | -11%
CSc1nsc(SC)c1C(=O)NCCNS(=O)(=O)c1ccc(C)cc1 | -6 | ? | -2 | -9% | -4%&9% | -5% | -17%
